# Screens: PubChem, several laboratories
# IDE cell inh = cellular human IDE inhibition | inhibition, % at 5.59 µM | P14735 | actives 0.41% (n = 320,000) | HEK cells, FAbetaB cleavage, fluorescence polarization;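 active = percent inhibition above the average of all tested compounds plus 3 SD, set per screening campaign, cut at about 16% in these data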;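 also: IDE supplied by intact live HEK cells; FP after avidin binding of uncleaved biotin substrate so inhibition keeps polarization high; 0% = DMSO wells and 100% = 60 µM reference IDE inhibitor Ii1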
# p-CIP stab down = compounds decreasing mouse p/CIP protein stability; AID 1984; decrease of EGFP signal, % at 10 µM; Q05BA5; F442A p/CIP-EGFP cells, EGFP fluorescence, 16 h; actives 0.01% (n = 290,000);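 active = EGFP signal decrease of at least 30% at 10 µM or well 3 SD below plate mean, unless failing retest; inactive = the rest, including hits failing retest or dose response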; also: some compounds called inactive have numbers as strong as hits; many of its hits are not listed in these tables
# GalR3 antag = antagonists of human GalR3; actives 0.44% (n = 360,000); AID 651719; O60755; inhibition, % at 3 µM; HEK293 GalR3-CNG cAMP membrane potential fluorescence; galR3 body fused to GalR1 C-terminus;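 active = inhibition above the screen-wide average plus 3 SD, cut at about 13% in these data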;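 also: forskolin and galanin both at EC90 stimulate the cells; cAMP rise reported by CNG channel membrane potential dye signal; 0% = forskolin plus galanin with DMSO and 100% = forskolin alone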
# Target sequence (O60755 1-299 limits assumed): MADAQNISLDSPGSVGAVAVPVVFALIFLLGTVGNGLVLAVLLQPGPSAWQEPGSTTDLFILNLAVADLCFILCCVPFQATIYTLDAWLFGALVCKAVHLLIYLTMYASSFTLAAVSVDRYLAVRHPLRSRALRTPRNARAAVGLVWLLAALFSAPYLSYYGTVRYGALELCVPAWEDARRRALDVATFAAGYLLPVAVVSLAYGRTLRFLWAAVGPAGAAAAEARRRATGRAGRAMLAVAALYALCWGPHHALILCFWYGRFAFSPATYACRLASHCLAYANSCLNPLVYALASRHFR
# CRFBP-R2 block = antagonists of CRF-binding protein/CRF-R2 receptor complex | actives 0.59% (n = 350,000) | HEK293 CRF-R2/CRF-BP, CRF-induced calcium fluorescence | AID 588475 | inhibition, % at 11.8 µM;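 active = inhibition of the ligand-induced calcium signal above about 50% at the single tested concentration, limit read from the data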
# IDE act = boosts human insulin-degrading enzyme activity in HEK cells. FAbeta-B cleavage, fluorescence polarization; 0% vehicle, 100% cell-free pure enzyme wells. activation, % at 5.96 µM. actives 0.073% (n = 340,000). AID 493087;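 active = activation above the mean of all tested compounds plus 3 SD, set per screening campaign, cut at about 17% in these data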
# SUMO HTRF inh = SUMOylation inhibition. AID 2006. inhibition, % at 35 µM. actives 0.36% (n = 290,000). HTRF SUMOylation assay, SAE1/SAE2 + UBC9, in vitro. P63279; in the data active = inhibition above about 50%, passing the limit was not always enough; also: strong numbers were not always called active
# Target sequence (P63279 whole entry, looked up): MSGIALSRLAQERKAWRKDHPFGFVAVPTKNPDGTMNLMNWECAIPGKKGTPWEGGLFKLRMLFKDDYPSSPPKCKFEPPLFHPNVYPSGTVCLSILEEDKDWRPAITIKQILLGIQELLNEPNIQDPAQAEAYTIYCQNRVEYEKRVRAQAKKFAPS
# VIM-2 inhibitor = inhibitors of Pseudomonas aeruginosa VIM-2 metallo-beta-lactamase; purified VIM-2, nitrocefin hydrolysis, epi-absorbance fluorescence; inhibition, % at 5.6 µM; actives 0.89% (n = 290,000);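 active = inhibition above the mean of all tested compounds plus 3 SD, cutoff set per screening run, cut at about 7.5% in these data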;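 also: red hydrolysis product quenches plate fluorescence so inhibitors raise well fluorescence; 0% = enzyme with DMSO and 100% = DMSO without enzyme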
# IMP-1 inhibitor = blocks Pseudomonas aeruginosa IMP-1 metallo-beta-lactamase; purified IMP-1, nitrocefin hydrolysis, epi-absorbance fluorescence; actives 0.45% (n = 290,000); inhibition, % at 5.6 µM;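 active = inhibition above the mean plus 3 SD of all compounds in the same screening run, cut at about 4.5% in these data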;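 also: 0% = IMP-1 with DMSO and 100% = DMSO wells lacking enzyme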
#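 Assay system: purified IMP-1; Quantity: IMP-1 0.2 nM before substrate addition; Medium: HEPES buffer pH 7.1 with ZnSO4 and Brij 35; Incubation: 15 min enzyme–compound preincubation, then 25 min nitrocefin reaction, 25 °C; Signal: fluorescence quenching readout, ex 480/em 530 nm; Controls: DMSO with and without IMP-1; Repeats: singlicate testing.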
# HCV NS3 hel inh = blocks Hepatitis C virus NS3 helicase unwinding; NS3 helicase DNA unwinding, Cy5 molecular beacon fluorescence; AID 1800; actives 0.56% (n = 290,000); inhibition, % at 10.9 µM;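 active = inhibition above the mean of all tested compounds plus 3 SD, set per campaign, cut at about 35% in these data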;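 also: 0% = DMSO wells and 100% = thioflavine S control wells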
#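 Measured by: Cy5 fluorescence, 0 and 60 min reads / Assay system: NS3 helicase fragment of HCV / Control set: low DMSO, high thioflavine S at 110 µM / Times: 1 h reaction at 25 °C, ATP-initiated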
# * = called active by the depositor; / = not tested or not shown; & = joins results of further samples.
SMILES,IDE cell inh,p-CIP stab down,GalR3 antag,CRFBP-R2 block,IDE act,SUMO HTRF inh,VIM-2 inhibitor,IMP-1 inhibitor,HCV NS3 hel inh
O=C(Nc1ccc(Cl)cc1)N1CCOC12CCC1(CC2)OCCO1,-2,-14,7,2,6,-6,-3.2,-3.2,-2
COc1cccc(C(=O)Nc2cccc(NC(C)=O)c2)c1,5,-17,1,0,2,-2,-1.4,-3.4,2
O=C(NCC1CCCO1)[C@@H]1CSC2c3ccccc3C(=O)N21 (some centres undefined),11,-5,2,3,-1,8,-4.1,-3.4,7
CC(C)n1cnc2cc(NCc3ccccc3O)ccc21,1,15,-3,-3,8,9,1.1,-0.8,6
OC(CN1CCOCC1)c1ccc(F)cc1 (centres undefined),4,-7,-3,-9,4,13,-1.8,-2.3,6
Cc1ccc(NC(=O)COC(=O)c2ccc(=O)n(Cc3ccccc3)n2)cc1F,0,/,-6,-7,0,/,/,/,/
CCNC(=O)NC(=O)C(C)OC(=O)c1cccnc1SC (centres undefined),0,/,-5,-5,2,/,-1.4,-2.2,2
Cc1ccccc1NCC(=O)N=Nc1c(O)[nH]c2ccc([N+](=O)[O-])cc12,-4,-10,-6,-7,1,18,-2.6,-1.7,-22
CCCCc1cc(=O)oc2cc(OC(C)C(=O)NCC3CCC(C(=O)O)CC3)c(Cl)cc12 (centres undefined),-2,10,-4,1,1,14,-3.9,-3.3,9
CCc1ccccc1NC(=S)N(Cc1ccc(OC)cc1)CC1CCC(C(=O)O)CC1 (centres undefined),3,11,-3,-22,1,11,-2.0,-2.2,8
Cc1[nH]n(-c2nc(-c3ccccc3F)cc(=O)[nH]2)c(=O)c1CCO,1,-6,-2,-13,4,-11,0.3,-1.3,-4
O=C(C1CCCN(S(=O)(=O)c2cccc3nsnc23)C1)N1CCc2ccccc2C1 (centres undefined),0,-9,1,20,2,9,-2.6,-1.9,-11
CCCOC(=O)Nc1c(C)cccc1C(C)C,0,4,1,-4,3,-3,-2.0,-2.5,-12
O=C(NCCCN1CCCC1)c1ccc(CS(=O)(=O)c2ccc(Br)cc2)o1,0,-2,4,14,0,-11,1.9,-1.7,-16
Cc1c(NC(=O)C(C)c2ccc(CC(C)C)cc2)c(=O)n(-c2ccccc2)n1C (centres undefined),3,9,-4,-3,8,-2,1.1,-0.7,5
COc1ccc(NC(=O)N(C)C[C@H]2Oc3c(NC(=O)C4CCCCC4)cccc3C(=O)N([C@H](C)CO)C[C@@H]2C)cc1,-2,/,-1,-11,5,/,/,/,/
NS(=O)(=O)c1cccc(NC(=O)c2ccc(NS(=O)(=O)c3cccc([N+](=O)[O-])c3)cc2)c1,9,/,-3,-6,5,/,/,/,/
CCC1(C)Cc2ccccc2C(Nc2c(C)n(C)n(-c3ccccc3)c2=O)=N1 (centres undefined),1,-10,-4,0,4,9,-0.3,-0.2,2
O=C1OC(c2cccs2)=N/C1=C/c1ccc(-c2cccc(C(=O)O)c2)o1,/,4,-4,5,0,9,-1.8,-0.7,30
CCCCC1=CC2=CC(=O)C(C)(OC(=O)CC)C(=O)C2=CN1C1CCCCC1 (centres undefined),-6,-4,-7,-6,-2,1,/,/,/
O=C(Nc1ccc(S(=O)(=O)N2CCN(Cc3ccccc3)CC2)cc1)c1cnccn1,-3,-32,3,15,5,2,-2.8,-3.5,2
COc1nnc(-c2ccc(C)c(S(=O)(=O)N(C)C)c2)c2ccccc12,/,7,-8,10,6,-8,0.3,0.5,-2
COCCCN(C(=O)c1cc2c(s1)CCC2)c1c(N)n(Cc2ccccc2)c(=O)[nH]c1=O,-3,-5,-2,1,2,20,-1.7,-1.1,5
O=c1c2cc([N+](=O)[O-])ccc2nc2n1CCCC2,-3,4,-10,10,3,-22,2.9,0.3,6
Cc1ccc(S(=O)(=O)NNC(=O)NC23CC4CC(CC(C4)C2)C3)cc1,-1,-1,-1,-18,3,-3,1.5,-1.2,-1
SMILES,IDE cell inh,p-CIP stab down,GalR3 antag,CRFBP-R2 block,IDE act,SUMO HTRF inh,VIM-2 inhibitor,IMP-1 inhibitor,HCV NS3 hel inh
O=C(Nc1cccc(-n2cnnn2)c1)C1CCCN(Cc2cccc(C(F)(F)F)c2)C1 (centres undefined),/,-3,-6,-6,0,-19,1.0,0.5,2
CCN(CC)C(=O)CSc1nc(C)cc(C)c1C#N,-2,1,-3,6,4,-2,0.4,-2.4,11
C#CCOCCOCCOCCNc1nc(N2CCN(C(=O)[C@H](CCCN=C(N)N)n3cc(C(N)[C@@H](C)CC)nn3)CC2)nc(N2CCN(C(=O)[C@H](CCC(=O)O)n3cc([C@@H](N)[C@H](C)CC)nn3)CC2)n1 (some centres undefined),2,/,-4,0,3,/,/,/,/
C=CCOc1cccc(CNc2ccc3[nH]c(=O)[nH]c3c2)c1,3,2,0,91*,-5,8,-6.7,-2.5,3
Cc1ccc(NC(=S)N(CCN(C)C)C(C)c2ccco2)c(C)c1 (centres undefined),5,-7,0,7,-3,7,-1.2,-2.1,4
CS(=O)(=O)N(CC(=O)N1CCCC1)Cc1ccc(Cl)cc1,4,-2,-4,35,8,1,-0.2,-3.8,-5
CCC(=O)N1CCc2cc(S(=O)(=O)CCC(=O)Nc3nc(C)cs3)ccc21,3,-9,-3,-10,2,6,-2.6,-4.5,16
CCOC(=O)c1cc(-c2ccccc2)sc1NC(=O)C(C)OC(=O)c1cccc(S(=O)(=O)N(C)C)c1 (centres undefined),-2,-17,0,12,4,8,-5.4,-1.5,3
CCN(CC)S(=O)(=O)c1ccc2[nH]c(=O)cc(C(=O)N(C)C3CCS(=O)(=O)C3)c2c1 (centres undefined),-4,/,-5,1,2,/,/,/,/
CS(=O)(=O)c1ccc(Cl)c(S(=O)(=O)NCc2ccccc2)c1,-4,2,-8,35,2,3,0.8,-1.3,-2
CN(CC(=O)Nc1ccccc1Cl)C(=O)COC(=O)Cc1c(F)cccc1Cl,-2,-6,-1,-2,5,8,1.6,0.6,-1
CCn1nc(NC(=O)c2ccco2)c2cc3ccccc3nc21,0,-23,-6,-12,5,20,-0.3,-3.1,2
O=C(O)c1cccnc1C(=O)c1ccccc1,3,/,-3,-4,6,/,/,/,/
O=C(O)CCN1CCOCC1,-1,25,2,-4,-1,31,0.6,-0.9,2
CC(=O)c1ccc(OC(C)C(=O)OCC(=O)NCCc2ccccc2)cc1 (centres undefined),-1,/,-3,7,-3,/,/,/,/
Oc1ccc(/C=N/Nc2nc(N3CCCC3)nc(N3CCCC3)n2)cc1O,-7,-10,5,3,2,0,-7.2,-3.7,-2
CCCCC(=O)Nc1ccc2c(c1)nc(CCNC(=O)c1ccco1)n2C,3,6,-10,1,3,-7,-2.8,0.0,1
Cc1cc(C(=O)Nc2c[nH]c(=O)[nH]c2=O)ccc1[N+](=O)[O-],2,6,3,-26,2,-1,1.8,-0.4,10
COc1ccc(Cl)cc1-c1nc(SCC(=O)N(C)C2CCS(=O)(=O)C2)n[nH]1 (centres undefined),3,/,2,-15,1,/,/,/,/
CC(C)N(Cc1ccccc1)C(=O)CSc1nccn1C,-6,-19,-8,-6,3,3,3.0,-0.1,-5
CC1CC(OC(=O)c2ccccc2C(=O)c2ccc(Cl)cc2)C(=O)O1 (centres undefined),2,/,-6,7,2,/,/,/,/
CC(C)(C)NC(=O)CCn1nc(-c2ccc(Cl)cc2)c2ccccc2c1=O,3,3,/,-2,3,-4,-5.4,-4.5,0
COc1ccc2c3c([nH]c2c1)C(C)N(C(C)=O)CC3 (centres undefined),-1,1,-4,1,4,18,-0.3,-1.4,-3
O=C(NC1=NCCS1)c1cccc(OC(F)F)c1,-4,-14,-5,22,-4,-4,-1.1,-3.0,-5
Cc1ccnc2nc(C(=O)OCC(=O)NC(=O)NCc3ccco3)nn12,8,-2,-4,-5,4,13,-1.7,-1.9,14
SMILES,IDE cell inh,p-CIP stab down,GalR3 antag,CRFBP-R2 block,IDE act,SUMO HTRF inh,VIM-2 inhibitor,IMP-1 inhibitor,HCV NS3 hel inh
COc1cc2c(cc1NC(=O)C(C)N1CCN(S(=O)(=O)c3ccc(C)c(C)c3)CC1)oc1ccccc12 (centres undefined),-4,-3,-3,10,4,17,-0.6,-1.7,-1
O=C(Nc1ccccc1N1CCN(C(=O)c2ccc(Cl)cc2)CC1)c1ccc(Br)cc1,7,-2,-4,-15,5,13,-4.1,-3.9,-7
COc1ccccc1C(=O)Nc1ccc(CN2CCCCC2)cc1,8,1,-5,-2,2,20,-1.5,-2.4,7
COc1cc(NCc2ccccc2)c2ncn(C(C)C)c2c1,-2,/,-5,-2,-2,/,/,/,/
CC(=O)c1cccc(Nc2nc(=O)c3cccnc3s2)c1,8,-6,-5,1,1,14,-2.7,-5.2,7
Cc1cccc(NC(=O)c2oc(=O)c3ccccc3c2-c2ccccc2)c1C,3,-16,-10,-24,-5,20,1.1,0.3,-6
C=CCN=c1scc(-c2ccccc2)n1/N=C/c1ccccn1,-1,-6,-6&-9,5&9,1&-1,-10,-5.9,-3.7,-4
CCCCC(c1nnnn1C(C)C)N1CCN(C(=O)c2ccco2)CC1 (centres undefined),-2,-9,-9,7,6,6,0.0,-0.3,-5
COc1ccccc1N1CCN(Cc2cc(=O)c(OCC(=O)NC(C)C)co2)CC1,-1,9,-6,19,6,16,-1.5,-2.1,1
CCCSc1nsc(NC(=O)Nc2ccc(F)cc2F)n1,7,-7,-3,-19,4,-26,-0.1,0.6,6
C/C(=C\C(=O)OCCCCCCCCC(=O)O)C[C@@H]1OC[C@H](C[C@@H]2O[C@H]2[C@@H](C)[C@H](C)O)[C@@H](O)[C@H]1O,6,/,-3,33,-5,/,/,/,/
Nc1nonc1-n1nnc(C(=O)N/N=C/c2cccs2)c1CSc1ccccc1,2,6,-2,14,5,14,-3.6,-2.7,15
N#Cc1c(-c2ccc3c(c2)OCO3)cc[nH]c1=O,3,3,/,17,-1,7,-2.0,-3.3,-4
COC(=O)C1=C(O)C(C(=O)OC)C(c2ccc(C)cc2)C(C#N)(C#N)C1c1ccc(C)cc1 (centres undefined),8,-8,-5,-1,2,-36,-2.4,0.6,-5
CCN1CCN(C(=O)/C=C/c2ccc(C)o2)CC1,2,13,4,-5,3,2,1.2,-1.6,6
CNC(=O)/C(C#N)=C/c1c(N2CCCCCC2)nc2c(C)cccn2c1=O,0,5,-10,-2,0,-7,4.2,-3.3,3
N#CC1=C(N)S[C@H](C(=O)C23CC4CC(CC(C4)C2)C3)[C@H]1c1ccncc1,9,-13,/,-24,-7,-1,22*,55*,-2

# As entered above.
# For SUMO HTRF inh, O=C(Nc1ccccc1N1CCN(C(=O)c2ccc(Cl)cc2)CC1)c1ccc(Br)cc1 has the entry 13
# For p-CIP stab down, COc1ccccc1C(=O)Nc1ccc(CN2CCCCC2)cc1 has the entry 1
